# Screening results (PubChem)
# mIAP block: inhibitors of mouse IAP, primary screen, biochemical, luminescence, uHTS. intestinal alkaline phosphatase [Mus musculus]. inhibition, % at 10 µM. purified mouse IAP, CDP-Star luminescence, 30 min. 0.2% of 330,000 active;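 active means inhibition of at least 40% at 10 µM in the primary screen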;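 further: plate controls were DMSO with enzyme for no effect and no enzyme wells for full effect; values of inactives mirror those of a sister screen read the other way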
# hIAP block: human IAP inhibitors, primary screen, biochemical, luminescence, uHTS; Intestinal-type alkaline phosphatase (Homo sapiens), P09923; purified IAP, CDP-Star luminescence, 30 min; inhibition, % at 10 µM; 0.12% of 330,000 active;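 active means inhibition reaching a set limit with compound at 10 µM in the primary screen, cut at about 35% in these data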;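 further: plate controls were DMSO wells with enzyme for no effect and no-enzyme buffer wells for full effect; values of inactives mirror those of a sister screen read the other way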
# Target sequence (P09923 whole entry, looked up): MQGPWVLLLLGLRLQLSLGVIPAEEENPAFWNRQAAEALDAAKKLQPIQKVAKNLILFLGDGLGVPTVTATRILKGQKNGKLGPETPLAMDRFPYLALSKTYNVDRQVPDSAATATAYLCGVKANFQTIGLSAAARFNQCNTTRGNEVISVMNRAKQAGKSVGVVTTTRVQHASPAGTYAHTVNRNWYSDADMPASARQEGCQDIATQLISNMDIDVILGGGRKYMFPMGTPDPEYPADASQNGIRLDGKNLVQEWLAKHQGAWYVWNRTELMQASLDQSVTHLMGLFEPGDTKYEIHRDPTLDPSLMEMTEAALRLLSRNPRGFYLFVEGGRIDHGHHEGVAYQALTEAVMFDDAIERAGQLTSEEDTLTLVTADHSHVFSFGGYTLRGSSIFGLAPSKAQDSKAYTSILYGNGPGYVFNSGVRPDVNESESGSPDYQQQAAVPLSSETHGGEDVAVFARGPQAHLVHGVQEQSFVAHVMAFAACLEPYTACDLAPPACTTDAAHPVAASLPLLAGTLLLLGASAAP
# APOBEC3G inh: APOBEC3G DNA deaminase inhibitors, primary screen, biochemical, fluorescence, single-stranded DNA substrate, uHTS; 0.28% of 330,000 active; DNA dC->dU-editing enzyme APOBEC-3G (Homo sapiens), Q9HC16; recombinant A3G, ssDNA deamination FAM/TAMRA fluorescence; inhibition, % at 20 µM;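 active means inhibition of at least 40% at 20 µM, with no more than 30% in the related APOBEC3A deaminase screen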;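 further: plate controls were DMSO wells with A3G for no effect and wells lacking A3G enzyme for full effect; some compounds called inactive have numbers as strong as hits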
# Target sequence (Q9HC16 whole entry, looked up): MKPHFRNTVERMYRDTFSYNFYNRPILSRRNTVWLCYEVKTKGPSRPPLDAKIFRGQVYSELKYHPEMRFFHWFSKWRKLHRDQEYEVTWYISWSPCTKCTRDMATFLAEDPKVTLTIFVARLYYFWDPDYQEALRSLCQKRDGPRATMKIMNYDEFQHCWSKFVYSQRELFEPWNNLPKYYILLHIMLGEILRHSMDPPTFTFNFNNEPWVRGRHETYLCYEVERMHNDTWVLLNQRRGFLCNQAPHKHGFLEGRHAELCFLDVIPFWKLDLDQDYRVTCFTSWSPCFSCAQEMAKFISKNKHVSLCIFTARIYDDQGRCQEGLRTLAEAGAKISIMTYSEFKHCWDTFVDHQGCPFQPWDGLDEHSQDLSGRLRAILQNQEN
# mIAP act: activators of mouse IAP, primary screen, biochemical, luminescence, uHTS; intestinal alkaline phosphatase [Mus musculus]; muIAP, CDP-Star luminescence, 30 min; stronger effect = higher value; 1 = vehicle-only enzyme signal, 0 = enzyme-free wells; activation factor at 10 µM; 0.24% of 330,000 active; AID 2805, 2010;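 active means activation factor of at least 2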; further: the source names both 10 and 20 µM as test concentration; values of inactives mirror those of a sister screen read the other way
#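 Assay system: mouse IAP enzyme; Reagent: CDP-Star chemiluminescent phosphatase substrate; Compound: DMSO-dissolved test compounds; Incubation: 30 min, room temperature; Technique: luminescence from enzymatic CDP-Star hydrolysis; Controls: DMSO-only wells and no-enzyme negative control.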
# A3A deaminase: APOBEC3A ssDNA deaminase inhibitors, primary screen, selectivity assay for APOBEC3G inhibitor project, biochemical, FAM/TAMRA oligo cleavage fluorescence | DNA dC->dU-editing enzyme APOBEC-3A (Homo sapiens), P31941 | inhibition, % at 20 µM | AID 493011, 2011 | recombinant A3A, FAM/TAMRA ssDNA deamination fluorescence | 0.41% of 330,000 active;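 active means at least 40% inhibition at 20 µM here, with at most 30% in a related deaminase screen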;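 further: plate controls were A3A with DMSO for no effect and wells lacking A3A enzyme for full effect; some results filed as inactive read as strong as hits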
# MPTP inh: mitochondrial permeability transition pore inhibitors, primary screen, biochemical, isolated mouse mitochondria, absorbance; 1.4% of 360,000 active; Ca2+ swelling absorbance, 30 min; inhibition, % at 10 µM;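 active means inhibition of 50% or more, scaled per plate between neutral and stimulator controls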;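 further: 0% = DMSO wells given calcium and 100% = 1 mM EGTA wells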
# GRIN3A LBD mod: binders of NR3A ligand-binding domain, primary screen, biophysical, differential scanning fluorimetry, uHTS | NR3A LBD differential scanning fluorimetry, Tm shift; 0% = protein alone, 100% = glycine-bound protein | 2.5% of 340,000 active | Tm shift relative to glycine control, % at 25 µM;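 active means melting temperature shift of at least 10% of the positive control shift, at one fixed dose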
# hIAP act: human IAP activators, primary screen, biochemical, luminescence, uHTS; AID 2524, 2010; activation factor at 10 µM; 0.16% of 330,000 active; Intestinal-type alkaline phosphatase (Homo sapiens), P09923; purified human IAP, CDP-Star luminescence, 30 min; stronger effect = higher value; 1 = vehicle-only enzyme, 0 = enzyme-free background;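 active means activation factor of the enzyme at least 2-fold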; further: the source names both 10 and 20 µM as test concentration; values of inactives mirror those of a sister screen read the other way
# MIN6 prolif: inducers of MIN6 beta-cell proliferation, primary screen, ATP luminescence, uHTS. 0.29% of 330,000 active. MIN6 cells proliferation, ATPlite luminescence, 48 h; cells starved in 0.2% serum; 100% = growth in 10% serum. proliferation, % at 10 µM;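 active means compounds whose signal lies at least 3.5 SD above the mean of all wells on their plate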;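 further: 0% = DMSO-treated cells in low-serum medium and 100% = 10% serum control; some compounds called inactive have numbers as strong as hits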
# Numbers without * were called inactive.
structure	mIAP block	hIAP block	APOBEC3G inh	mIAP act	A3A deaminase	MPTP inh	GRIN3A LBD mod	hIAP act	MIN6 prolif
CC(=O)Nc1c(Br)cc(N2C(=O)CCC2=O)cc1Br	1	15	0	0.99	0	0.8	0	0.85	-1
COc1ccccc1N1CCN(C(=O)/C=C/c2ccc3c(c2)OCO3)CC1	-5	19	1	1	5	-1.0	0	0.81	-2
Cc1cc(Nc2ccc3c(c2)OCCO3)c2cc(Cl)ccc2n1	-17	-3	-7	1.2	1	6.7	-1	1	-7
C=CCOC(=O)COc1ccc2c(C)c(C)c(=O)oc2c1C	0	0	-5	1	-2	-1.3	-1	1	0
COc1ccc(/C=N/N2C(C)CCCC2C)cc1OC (stereo unspecified)	4	14	-4	0.96	3	0.1	1	0.86	1
O=C(CSc1ccc(-c2ccco2)nn1)NCc1ccccc1Cl	0	19	-10	0.99	-2	1.6	0	0.81	0
CCOCCCNC(=O)CN(c1cc([N+](=O)[O-])ccc1OC)S(C)(=O)=O	3	12	-7	0.97	-3	-0.1	-2	0.89	-2
Cc1ccc(NC(=O)CN2C(=O)NC3(CCc4ccccc43)C2=O)cc1S(=O)(=O)N1CCCCC1 (stereo unspecified)	-4	-11	-6	1	-5	-0.9	-1	1.1	-5
O=C(CSCc1ccccc1)Nc1cccc(F)c1	-4	-8	-1	1	3	7.5	-1	1.1	4
CNc1ccc2c3c(cccc13)C(=O)N(C)C2=O	-23	-1	-176	1.2	-105	0.6	-1	1	2
Cc1c(C)n(-c2ccc(Cl)cc2)c2ncnc(N)c12	-8	3	-2	1.1	-3	0.7	-1	0.97	0
COc1ccc(NC(=O)CCSc2nnc(C)s2)cc1	-20	0	-7	1.2	-6	0.1	-1	1	1
COc1ccc2[nH]c(=O)c(CN(CCCN(C)C)C(=O)Nc3ccc(F)cc3)cc2c1	-1	2	9	1	4	0.4	4	0.98	-5
COc1cc2cc(C[C@H](C)O)oc(=O)c2cc1OC	3	3	-10	0.97	-2	-2.0	1	0.97	8
COc1ccc(N(CC(=O)NCc2ccco2)C(=O)CCC(=O)Nc2nccs2)c(OC)c1	10	-2	-2	0.9	-1	0.5	-5	1	-1
COc1ccccc1C(=O)NCc1nnc(SC(C)C(=O)Nc2nccs2)n1C (stereo unspecified)	1	-25	4	0.99	-3	-0.3	-2	1.3	-5
Cc1cccc(NC(=O)Nc2ccc(F)cc2)n1	-1	-2	-7	1	-2	1.2	-4	1	5
O=C(NCCCN1CCCC1=O)c1cccc(S(=O)(=O)Nc2ccc(F)cc2)c1	0	-6	-7	1	-7	-0.3	0	1.1	-3
COc1ccc(-c2[nH]ncc2CNC(C)CCn2cccn2)c(F)c1 (stereo unspecified)	-8	12	-8	1.1	-1	1.5	-1	0.89	1
O=C(c1ccc2c(c1)OCO2)C1CCCN(Cc2ccc3nsnc3c2)C1 (stereo unspecified)	2	-5	-1	0.98	1	-0.8	-2	1.1	2
O=C(C1CCCCN1S(=O)(=O)c1ccc(F)cc1)N1CCN(c2ccccc2F)CC1 (stereo unspecified)	3	6	-9	0.97	-4	-0.1	1	0.94	0
Cc1cc(C)cc(NC(=O)C(=O)NCC2CCCO2)c1 (stereo unspecified)	-4	-21	0	1	0	1.3	-1	1.2	-2
CCn1nc(C(=O)NC2=NCCS2)c2ccccc2c1=O	-4	-9	0	1	-1	-1.8	3	1.1	-2
C=CCNC(=O)c1onc(CSc2cc(C)cc(C)c2)c1C(=O)O	-3	6	-12	1	-5	2.1	1	0.94	-3
CCCCC(C(=O)NC1CCCC1)N(C(=O)c1snc(C(N)=O)c1N)c1ccc(F)cc1 (stereo unspecified)	0	3	-7	0.99	-1	1.5	-1	0.97	0
CCN(CC)C(=O)NC1CC2CCCC(C1)N2Cc1ccccc1 (stereo unspecified)	-6	16	-3	1.1	-1	-0.1	-1	0.84	-2
Cc1c(NC(=O)c2ccc(C(C)(C)C)cc2)cccc1[N+](=O)[O-]	5	7	-4	0.95	-1	14	-8	0.93	0
COc1cccc(NC(=O)C2CCC(CNS(=O)(=O)c3ccc4c(c3)CC(C)N4C(C)=O)CC2)c1 (stereo unspecified)	-25	-23	-6	1.3	-3	-0.4	-24	1.2	-5
Cc1cc2nc(-c3ccc(NC(=O)c4cccnc4)cc3)oc2cc1C	13	1	-3	0.87	-1	-0.1	25*	0.99	1
CC(=O)Nc1cccc([N+](=O)[O-])c1	4	-5	1	0.96	2	-0.1	0	1.1	-2
O=C(O)c1ccc(CNCc2ccccc2Cl)cc1	-15	-31	-11	1.1	-5	1.8	0	1.3	-3
CC(C)CC1(C)NC(=O)N(CC(=O)Nc2ccc3c(c2)OCCO3)C1=O (stereo unspecified)	-16	5	-7	1.2	-3	1.3	2	0.95	1
CCOc1ccc(CCNC(=O)c2cc3c(C)nccc3[nH]c2=O)cc1OCC	-4	15	-6	1	-4	2.8	0	0.85	6
O=C1N=C(c2ccccc2)C(c2ccccc2)N1 (stereo unspecified)	-13	20	0	1.1	-1	1.8	-3	0.8	-3
Cc1ccc(-n2ncc3c(NCCCN4CCOCC4)ncnc32)c(C)c1	11	12	-7	0.89	-7	-0.9	-1	0.88	7
Cn1c(=O)oc2cc(S(=O)(=O)CCC(=O)Nc3ccccc3)ccc21	5	-11	-3	0.95	-3	-1.9	-1	1.1	-3
Cc1cc[n+]2n1CC(O)C2 (stereo unspecified)	6	-10	-6	0.94	1	0.6	-1	1.1	0
c1cc2c3c(cccc3c1)NC1(CCCCCC1)N2	19	-13	-7	0.81	-5	2.4	-5	1.1	-6
O=C(Nc1ncccc1O)c1ccc(Cl)c(S(=O)(=O)N2CCCCCC2)c1	9	-19	-9	0.91	-4	-0.8	-1	1.2	2
CC(=O)OC(COc1ccc(F)cc1)Cn1cnc2ccccc21 (stereo unspecified)	-1	9	-3	1	-1	0.4	-3	0.91	-3
CN(Cc1cccc(-n2cccn2)c1)Cc1cn(C)nc1-c1ccccc1F	2	8	-5	0.98	-5	1.8	-4	0.92	1
CN(Cc1nc(-c2cnccn2)no1)Cc1n[nH]c2c1CCCCC2	2	7	-1	0.98	2	-2.0	0	0.93	1
CC(C)NC(=O)N(C)C[C@H]1Oc2ccc(NC(=O)Nc3ccc4c(c3)OCO4)cc2C(=O)N([C@H](C)CO)C[C@@H]1C	-25	-18	-8	1.3	-1	1.1	0	1.2	3
COc1cccc(-c2cc(C(=O)N3CCN(Cc4ccc5c(c4)OCO5)CC3)on2)c1	7	16	-3	0.93	-3	-1.0	1	0.84	-2
Cc1nn(-c2ccccc2)c2sc(C(=O)OC3CCOC3=O)cc12 (stereo unspecified)	6	-1	-1	0.94	-13	-7.2	-5	1	3
COc1cccc(N2CCN(C(=O)CN(c3ccc(C)cc3)S(=O)(=O)c3c(C)n[nH]c3C)CC2)c1	0	-10	5	1	-1	0.5	-2	1.1	-2
Cc1cccc(-c2noc(CNC(=O)c3ccoc3C)n2)c1	2	-4	1	0.97	-2	-0.3	-2	1	-2
Cc1ccc(/C=N\n2c(-c3ccccc3)n[nH]c2=S)s1	0	-9	13	1	-5	-1.9	10	1.1	3
COc1ccc(Cc2nnc3n2N=C(c2cc4ccccc4o2)CS3)cc1OC	21	9	3	0.79	1	-0.6	1	0.91	-1
Cc1cnc(C(=O)OCC(=O)NC23CC4CC(CC(C4)C2)C3)cn1	1	0	-3	0.99	-1	0.9	-1	1	0
CCN(Cc1ccccc1)C(=O)CCS(=O)(=O)c1ccc2c(c1)oc(=O)n2C	2	8	3	0.98	1	-0.8	-3	0.92	5
CCOc1ccc(NC(=O)N2CCC(NC(=O)C(Cc3ccccc3OC)NC(C)=O)CC2)cc1 (stereo unspecified)	0	5	-11	0.99	-1	-0.5	-3	0.95	-1
CC(=O)N1C(=O)C2(Nc3ccccc3N2)c2ccccc21	6	7	-5	0.94	1	0.4	-3	0.93	-1
CCN(CCCNC(=O)CCCn1c(=O)[nH]c2ccccc2c1=O)c1cccc(C)c1	1	2	0	0.99	0	2.0	3	0.98	-2
Cc1cc(N2C(=O)C(O)=C(C(=O)c3cc4ccccc4o3)C2c2cccc(Cl)c2)no1 (stereo unspecified)	13	6	-6	0.87	-7	-0.1	-4	0.94	-3
O=C(N/N=C1\CCCc2ccccc21)C(O)c1ccccc1 (stereo unspecified)	13	8	5	0.87	8	0.3	-1	0.92	1
Cc1cc(C)cc(Nc2ccc([N+](=O)[O-])nc2[N+](=O)[O-])c1	12	7	-3	0.88	-4	1.1	0	0.93	-1
COc1ccc(-c2nc(CS(=O)(=O)CC(=O)NCc3cccc(F)c3)c(C)o2)cc1	2	8	3	0.98	7	-0.9	2	0.92	-5
Cc1cc(-c2nn(-c3ccccc3F)cc2CNCCc2cnc[nH]2)c(C)s1	-9	-53	-4	1.1	0	1.9	0	1.5	-3
CCOC(=O)C1=C(CC)Nc2ccccc2N=C1NC(=O)Cn1cnc2ccccc2c1=O	2	-9	-1	0.98	0	1.2	0	1.1	-1

# 3 compounds out of the list above, sorted by the number in mIAP act, ascending:
SMILES	mIAP block	hIAP block	APOBEC3G inh	mIAP act	A3A deaminase	MPTP inh	GRIN3A LBD mod	hIAP act
Cc1cc(C)cc(Nc2ccc([N+](=O)[O-])nc2[N+](=O)[O-])c1	12	7	-3	0.88	-4	1.1	0	0.93
CN(Cc1nc(-c2cnccn2)no1)Cc1n[nH]c2c1CCCCC2	2	7	-1	0.98	2	-2.0	0	0.93
Cc1cc(-c2nn(-c3ccccc3F)cc2CNCCc2cnc[nH]2)c(C)s1	-9	-53	-4	1.1	0	1.9	0	1.5

# Next section
structure	mIAP block	hIAP block	APOBEC3G inh	mIAP act	A3A deaminase	MPTP inh	GRIN3A LBD mod	hIAP act	MIN6 prolif
Cc1cc(C)cc(NC(=S)N=Nc2c(O)n(C)c3ccc(S(=O)(=O)N4CCOCC4)cc23)c1	22	-8	-4	0.78	5	0.9	-6	1.1	-5
COc1ccc2cc3cc(C(=O)NCCN4CCN(c5ccccc5F)CC4)oc3nc2c1	12	11	-3	0.88	-1	0.7	-8	0.89	-3
C=CCCC(=O)Nc1nc(C)c(-c2csc(Nc3cc(Cl)ccc3OC)n2)s1	10	20	0	0.9	8	-0.6	3	0.8	-6
COc1ccc(CCNS(=O)(=O)c2ccc3c(c2)CCCC3)cc1OC	-4	0	0	1	3	-0.5	5	1	-2
Cc1nn(C(C)c2n[nH]c(=S)n2-c2cccc(Cl)c2)c(C)c1[N+](=O)[O-] (stereo unspecified)	1	-2	13	0.99	-2	26	1	1	-2
